M1 ag = human M1 muscarinic receptor agonists, primary screen, Fluo-8 calcium fluorescence, CHO-K1 cells, HTS. CHO-K1 hM1, agonist mode; 0% DMSO, 100% acetylcholine EC100. activation, % at 3 µM. hit rate 0.33% among 360,000. AID 588814, 2011;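 active means activation above the run's mean compound activation plus 3 SD, cut at about 16% in these data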;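 further: peak over basal fluorescence ratio within a 140 s kinetic read after compound addition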
CHRM4 antagonist = human M4 muscarinic receptor antagonists, primary screen, CHO cells, Fluo-8 calcium fluorescence | Muscarinic acetylcholine receptor M4 (Homo sapiens), P08173 | AID 624125, 2012 | CHO-hM4 cells, ACh EC80 | hit rate 0.73% among 360,000 | inhibition, % at 3 µM;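 active means inhibition above its plate's cutoff, the mean inhibition of sample wells plus 3 SD, cut at about 27% in these data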;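 further: 0% = acetylcholine EC80 with DMSO and 100% = DMSO without agonist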
Target sequence (P08173 whole entry, looked up): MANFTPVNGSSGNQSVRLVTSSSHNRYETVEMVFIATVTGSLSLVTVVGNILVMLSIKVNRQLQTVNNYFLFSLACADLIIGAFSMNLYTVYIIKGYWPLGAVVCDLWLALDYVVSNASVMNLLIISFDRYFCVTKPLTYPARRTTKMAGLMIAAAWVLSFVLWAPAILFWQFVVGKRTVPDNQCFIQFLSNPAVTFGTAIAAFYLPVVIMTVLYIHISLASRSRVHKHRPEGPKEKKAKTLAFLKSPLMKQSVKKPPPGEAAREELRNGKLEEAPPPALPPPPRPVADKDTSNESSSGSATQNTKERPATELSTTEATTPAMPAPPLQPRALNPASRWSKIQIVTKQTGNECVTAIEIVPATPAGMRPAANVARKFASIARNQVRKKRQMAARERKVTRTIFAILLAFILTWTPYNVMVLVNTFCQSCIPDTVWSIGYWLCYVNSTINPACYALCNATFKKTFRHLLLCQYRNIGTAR
M1 ag parental = counter-screen for M1 agonists: effect in parental CHO-K1 cells | activation, % at 3 µM | Fluo-8 calcium fluorescence; scaled to maximal ATP response, vehicle zero | hit rate 0.48% among 360,000; in the data active means activation above about 15%;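 further: untransfected CHO-K1 host cells lacking M1 receptor as counterscreen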
OXTR potentiate = human OXTR potentiators, primary screen, fluorescence, CHO-OTR cells, Fluo-8 calcium | Fluo-8 calcium fluorescence, potentiator mode; 0% = oxytocin EC15, 100% = EC100 | activation, % at 3 µM | Oxytocin receptor (Homo sapiens), P30559 | AID 2445, 2010 | hit rate 0.061% among 320,000;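 active means activation above that plate's cutoff, the mean activation of tested compounds plus 3 SD, cut at about 6.6% in these data, passing the limit was not always enough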;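 further: 100% uses oxytocin at 75 nM as the full agonist control; some results filed as inactive read as strong as hits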
Target sequence (P30559 whole entry, looked up): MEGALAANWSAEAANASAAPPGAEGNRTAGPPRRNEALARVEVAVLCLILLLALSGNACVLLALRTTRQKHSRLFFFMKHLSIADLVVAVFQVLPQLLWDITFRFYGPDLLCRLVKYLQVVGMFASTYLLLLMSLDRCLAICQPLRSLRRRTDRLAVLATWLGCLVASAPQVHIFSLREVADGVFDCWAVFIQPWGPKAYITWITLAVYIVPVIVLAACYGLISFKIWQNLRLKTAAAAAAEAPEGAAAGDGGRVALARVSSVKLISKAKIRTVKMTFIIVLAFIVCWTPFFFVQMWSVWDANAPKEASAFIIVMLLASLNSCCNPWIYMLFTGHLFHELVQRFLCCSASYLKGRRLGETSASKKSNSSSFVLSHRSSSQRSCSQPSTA
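Measured by – Fluo-8 calcium dye fluorescence · Test system – human OTR in CHO cells · Dosing – one concentration, 3.0 µM compound · Controls – EC15 oxytocin alone as 0%, 75 nM oxytocin as 100% · Evaluation – normalized max/min fluorescence ratio, % activation · Timing – 6 min pre-incubation, 100 s read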
M4 ag = human M4 muscarinic receptor agonists, primary screen, CHO-K1 cells, Fluo-8 calcium fluorescence; activation, % at 3 µM; hit rate 0.14% among 360,000; CHO-K1 hM4/Gqi5; vehicle 0%, full acetylcholine response 100%; Muscarinic acetylcholine receptor M4 (Homo sapiens), P08173;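 active means activation above the run mean over all test wells plus 3 SD, cut at about 32% in these data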;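 further: peak over basal fluorescence ratio per well then scaled between controls; 0% = DMSO wells and 100% = acetylcholine at EC100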
CHO parental Ca = ATP-evoked calcium signal inhibitors, parental CHO, primary screen, counter-screen for OX1R antagonist project, cell-based, fluorescence, Fluo-8 calcium dye; parental CHO-K1, ATP-induced calcium, Fluo-8 fluorescence; inhibition, % at 5.6 µM; hit rate 0.63% among 330,000;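 active means inhibition above that plate's mean sample inhibition plus 3 SD, cut at about 26% in these data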;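 further: 0% = ATP-challenged DMSO wells and 100% = DMSO wells without ATP; some compounds past the cut are filed as inactive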
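Measured by: calcium-sensitive Fluo-8 fluorescence / Test system: CHO parental line / Controls: ATP-challenged DMSO wells low, unchallenged DMSO wells high / Measure: % inhibition / Compound: single nominal dose of 5.6 µM per compound / Replicates: single well per compound, no replicates / Reagent: ATP as calcium-mobilizing challenge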
CHO-K1 Ca antag = M1 antagonist counterscreen hit in parental CHO-K1 cells; ATP-induced calcium, Fluo-8 fluorescence; inhibition, % at 3 µM; hit rate 0.6% among 360,000;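 active means inhibition above a per-plate cutoff, the plate's mean sample inhibition plus 3 SD, cut at about 24% in these data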;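 further: 0% = DMSO plus EC80 ATP and 100% = DMSO alone without ATP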
CHRM1 PAM = human M1 muscarinic receptor positive allosteric modulators, primary screen, CHO-K1 cells, Fluo-8 calcium fluorescence, 1536-well; Muscarinic acetylcholine receptor M1 (Homo sapiens), P11229; CHO-K1 hM1, ACh EC20; 0% = ACh EC20, 100% = maximal ACh; activation, % at 3 µM; hit rate 0.088% among 360,000; AID 588819, 2011; in the data active means activation above about 19%, passing the limit was not always enough
M1 antag = human M1 muscarinic receptor antagonists, primary screen, CHO-K1 cells, Fluo-8 calcium fluorescence, 1536-well. Muscarinic acetylcholine receptor M1 (Homo sapiens), P11229. CHO-K1 hM1, ACh EC80 antagonist. inhibition, % at 3 µM. hit rate 1.3% among 360,000;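 active means percent inhibition above its own plate's cutoff, namely the mean of that plate's compound wells plus 3 SD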;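 further: peak over basal fluorescence ratio during 140 s after agonist addition; 0% = ACh EC80 plus DMSO and 100% = DMSO alone without agonist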
Starred values were filed as active, the others as inactive; . = not tested or not shown.

SMILES	M1 ag	CHRM4 antagonist	M1 ag parental	OXTR potentiate	M4 ag	CHO parental Ca	CHO-K1 Ca antag	CHRM1 PAM	M1 antag
Cc1cc2occ(CC(=O)NC3CCCc4ccccc43)c2cc1C (stereo not given)	-8	-10	0.3	-2	-1	-18	-6	3	-6
CCOc1cc(/C=N/N=C(/N)c2nonc2N)cc(Br)c1OCc1ccc(Cl)cc1	-3	0	0.3	-15	0	-3	-7	-1	1
O=C(NCC1CCCO1)c1ccc(NC(=O)c2cccc(Br)c2)cc1 (stereo not given)	-3	10	1.3	-13	7	-11	-1	5	-6
COc1ccc(NC(=O)Nc2nnc(-c3cccs3)s2)cc1	1	-1	0.6	-6	1	-6	11	14	-9
CN(CC(=O)Nc1ccc(F)c(F)c1F)C(=O)Cn1cnc2c1c(=O)n(C)c(=O)n2C	-3	-9	-0.5	-6	1	-6	3	4	1
C=CCN(c1ccccc1)S(=O)(=O)c1cccc2cccnc12	-4	-13	1.4	-19	0	-8	-16	8	-15
COc1ccc(-c2coc3c(CN4CCCCC4C)c(O)ccc3c2=O)cc1 (stereo not given)	-9	7	3.6	-5	14	-13	3	-5	11
CCOc1ccc(NC(=O)NCc2ccco2)cc1	-8	4	-0.2	-10	0	-4	1	5	-6
CCCc1cc(=O)oc2c(CN3CCOCC3)c(O)ccc12	-5	-4	0.1	-15	1	25	7	6	-2
Cc1c(C(=O)N2CCCCC2)c(S(=O)(=O)N(C)Cc2ccco2)c(C)n1C	-3	1	0.3	0	1	-5	-12	7	-3
O=C(CCC1CCCCC1)NNC(=O)c1cnccn1	0	7	0.3	-6	1	3	-2	3	-4
O=C(C1CCC(CNc2c(N3CCCCC3)c(=O)c2=O)CC1)N1CCCCC1 (stereo not given)	-2	-25	0.5	-4	2	-8	0	6	-12
COc1ccccc1COC(=O)c1cccc(S(=O)(=O)N2CCCC2)c1	-4	-15	0.5	.	3	.	-8	-6	7
Cc1nccn1CC(O)Cn1c2ccccc2c2ccccc21 (stereo not given)	-5	4	1.0	-5	11	-5	-10	-21	36*
Cn1c2ccc(F)cc2c2nnc(NN)nc21	-9	4	0.5	.	0	.	-9	10	-16
COc1ccc(-c2cc(C(F)(F)F)nc(SCCC(=O)N3CCOCC3)n2)cc1	-1	3	0.3	-3	1	-16	-5	8	-8
O=C(C1=C(O)C(=O)N(CCN2CCOCC2)C1c1cccc([N+](=O)[O-])c1)c1cc2ccccc2o1 (stereo not given)	0	-16	0.5	.	1	.	-4	8	-18
COc1ccc(C(=O)COC(=O)CCN2C(=O)C3C4CCC(C4)C3C2=O)cc1 (stereo not given)	-4	1	0.3	-13	2	4	24*	-7	6
CCc1nnc(NC(=O)/C=C/c2cccs2)s1	-6	-16	-0.2	-4	0	-3	-13	7	-14
O=C(COC(=O)c1cccc([N+](=O)[O-])c1)NNC(=O)c1cccs1	0	5	0.4	-5	1	2	-16	-2	12
Cc1cc(C)n2nc(S(=O)(=O)NCCc3ccccc3)nc2n1	1	-13	0.2	-3	1	-14	1	14	-14
CC(C)OC(=O)/C(C#N)=C/c1c[nH]c2ccccc12	-8	-8	0.3	-2	0	-12	-8	2	-5
CC12CC3CC(C)(C1)CC(C(=O)NCc1ccncc1)(C3)C2	-8	0	0.3	0	0	-13	-13	1	-6
Cc1ccc2nc(SCCCCOc3ccccc3)[nH]c2c1	-3	4	0.4	-21	2	-15	-1	-4	9
COc1ccc(C2c3ccsc3CCN2C(C)=O)cc1 (stereo not given)	-7	2	0.8	-6	0	-28	-12	2	-11
CCOCCCn1c(=S)[nH]c2cc(C(=O)NC3CCCC(C)C3C)ccc2c1=O (stereo not given)	-3	-4	1.6	-10	2	-3	3	2	-4
O=C(NN=C1CCCC1)c1ccc(O)cc1O	-2	7	0.0	-3	1	2	-1	-5	-16
CCOc1ccccc1C(=O)NCC(=O)NCC(C)(C)N1CCOCC1	0	-2	2.3	-5	1	-13	2	11	-7
O=C(CNC(=O)c1cc(Cl)cc([N+](=O)[O-])c1)NC1CC1	0	0	0.6	-7	1	-5	2	1	-6
O=C1N=C(N2CCOCC2)S/C1=C\c1cccs1	-2	-12	0.2	-1	2	-3	-12	10	-6
CCCCCCCN1C2=NCCCN2c2ccccc21	-14	8	4.7	3	7	2	-7	-10	-3
CSc1nnnn1-c1ccc(Cl)cc1	-6	-4	0.9	3	0	-5	-13	0	-1
CCOc1ccc(OCC)c(NC(=O)CSc2nnc(C3CC3)n2CC)c1	-2	-3	0.0	-3	1	-8	5	13	-8
O=C(N[C@@H](Cc1ccccc1)C(=O)OCc1ccccc1)c1nc[nH]c1C(=O)N1CCc2ccccc2C1	-2	25	1.4	-7	11	30	-13	0	4
Cc1ccc(C)c(NC(=S)NC23CN4CN(CN(C4)C2)C3)c1	-3	-5	0.6	-11	1	-4	-13	6	-7
CC1(C)CC(NC(=O)c2ccc(Cl)c(Cl)c2)CC(C)(C)N1	-3	5	1.0	-5	1	-5	-11	9	-5
CO/N=C/c1ccc(N2CCN(C(=O)c3ccc(F)cc3)CC2)c([N+](=O)[O-])c1	5	56*	8.8	-10	24	-2	2	-9	12
CC(C)C(NS(=O)(=O)c1cccc2nsnc12)C(=O)NC1CCCCC1C (stereo not given)	-4	0	-0.9	0	-1	-12	-6	8	-12
Cc1ccc(C(=O)N2CCCC(Nc3cccc(F)c3)C2)cc1N1CCNC1=O (stereo not given)	1	11	0.1	-2	0	-18	3	11	-14
COc1ccc(OC(=O)c2ccncc2)cc1	-2	-1	-0.1	-4	0	-1	6	4	2

Limited to CHRM4 antagonist and M4 ag, for three of the compounds above:
SMILES | CHRM4 antagonist | M4 ag
COc1ccc(-c2coc3c(CN4CCCCC4C)c(O)ccc3c2=O)cc1 (stereo not given) | 7 | 14
CCOc1ccc(NC(=O)NCc2ccco2)cc1 | 4 | 0
CCCc1cc(=O)oc2c(CN3CCOCC3)c(O)ccc12 | -4 | 1

The list goes on.
SMILES	M1 ag	CHRM4 antagonist	M1 ag parental	OXTR potentiate	M4 ag	CHO parental Ca	CHO-K1 Ca antag	CHRM1 PAM	M1 antag
CCN1CCN(CCCNC(=O)CN2C(=O)c3cccnc3Oc3ccc(Cl)cc32)CC1	-9	-4	0.6	-1	-1	-1	-15	7	-3
Cc1cccc(N2CCN(S(=O)(=O)c3c(C)nc4scc(C)n4c3=O)CC2)c1C	-1	-7	1.6	-1	3	-3	-15	7	-5
NC(=O)c1ccccc1-c1nc(-c2ccccc2)no1	-3	8	0.5	-7	1	3	-9	4	-2
COc1ccc(-c2cn(CCO)nc2-c2ccc(OC)cc2)cc1	-3	-8	0.7	-20	1	-5	-13	4	-7
NCCCNC(=S)NCCCN(Cc1ccc(Cl)cc1)c1ccc(Br)cn1	-8	8	0.7	.	1	.	-12	-6	0
O=S(=O)(c1cccc(C(F)(F)F)c1)N1CCC(c2cc(-c3cccc4ccccc34)n[nH]2)CC1	-1	-8	0.0	-7	1	-28	2	6	-9
O=Nc1ccc(NOC(=O)c2ccccc2)cc1	-9	3	0.3	-7	0	-3	-6	5	-12
CSc1ccccc1NC(=O)COc1ccc(Cl)cc1C	-7	1	-0.5	-8	-2	-39	-10	-1	-1
Cc1cccc(C)c1-n1cccc1/C=C1\SC(=S)N(c2cccc(C(=O)O)c2)C1=O	-3	-5	-0.1	-7	0	9	-6	6	-4
COc1cc(CN2CCCC(C(=O)c3ccccc3SC)C2)cc(OC)c1 (stereo not given)	-12	-13	2.6	-12	3	-17	-6	-10	-2
CCCNC(=O)c1ccc(N2CCC3(CC2)CC(c2ccccc2)=NO3)c(NC(=O)c2ccco2)c1	-7	9	2.5	-12	11	-13	-7	-12	28
Oc1cc(O)cc(/C=C/c2ccc(O)c(O)c2)c1	27*	-5	0.0	-6	-1	23	1	-6	-19
COc1ccccc1OCCNC(=O)c1cccc(S(=O)(=O)N2CC(C)OC(C)C2)c1 (stereo not given)	-3	4	2.4	-7	6	-20	-5	-4	11
COc1ccc(OC)c(C2=NOC(C(=O)N3CCN(c4ccccc4)CC3)C2)c1 (stereo not given)	-4	-19	1.5	-4	4	-7	-15	0	-11
Cc1cccc(CS(=O)(=O)c2cn(CC(=O)N3CCOCC3)c3ccccc23)c1	-2	-10	3.0	1	7	-14	-7	3	-6
OCCN1CCN(CC(O)C(F)(F)F)CC1 (stereo not given)	-4	2	-0.2	-4	1	4	4	4	3

Entries shown so far that have fluorine:
SMILES	M1 ag	CHRM4 antagonist	M1 ag parental	OXTR potentiate	M4 ag	CHO parental Ca	CHO-K1 Ca antag	CHRM1 PAM	M1 antag
CN(CC(=O)Nc1ccc(F)c(F)c1F)C(=O)Cn1cnc2c1c(=O)n(C)c(=O)n2C	-3	-9	-0.5	-6	1	-6	3	4	1
Cn1c2ccc(F)cc2c2nnc(NN)nc21	-9	4	0.5	.	0	.	-9	10	-16
COc1ccc(-c2cc(C(F)(F)F)nc(SCCC(=O)N3CCOCC3)n2)cc1	-1	3	0.3	-3	1	-16	-5	8	-8
CO/N=C/c1ccc(N2CCN(C(=O)c3ccc(F)cc3)CC2)c([N+](=O)[O-])c1	5	56*	8.8	-10	24	-2	2	-9	12
Cc1ccc(C(=O)N2CCCC(Nc3cccc(F)c3)C2)cc1N1CCNC1=O (stereo not given)	1	11	0.1	-2	0	-18	3	11	-14
O=S(=O)(c1cccc(C(F)(F)F)c1)N1CCC(c2cc(-c3cccc4ccccc34)n[nH]2)CC1	-1	-8	0.0	-7	1	-28	2	6	-9
OCCN1CCN(CC(O)C(F)(F)F)CC1 (stereo not given)	-4	2	-0.2	-4	1	4	4	4	3

From PubChem

No enrichment for hits, and some 2.9% of all compounds hit somewhere here.
